Screening results (PubChem)
697 NFkB inh – lowers PMA/ionomycin-induced NF-kB signal in 697 B cells | hit rate 0.33% among 330,000 | 697 B-cell NF-kB luciferase reporter, 16 h | AID 435022 | inhibition, % at 4 µM; in the data active means inhibition above about 35%
XBP1 UPR activ – adaptive UPR (XBP1) activation; CHO-XBP1 luciferase reporter, IRE1-XBP1 UPR activation, luminescence; percent of tunicamycin response, DMSO as zero; activation, % at 20 µM; hit rate 0.33% among 330,000;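 active means versus positive control, 20 µM dose yields 30% or more activation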;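 further: 100% = tunicamycin at 10 µg/mL and 0% = DMSO only wells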
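Test system: CHO-XBP1 luciferase reporter cells | Buffer or medium: Serum-containing F12 medium, 10% FBS | Schedule: 6 h compound exposure at 37 °C, 5% CO2 | Detection: Steady-Glo luciferase glow luminescence, 10 min after reagent addition | Read-out basis: Activation, % of tunicamycin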
tim23-1 inh – growth inhibitors of tim23-1 mutant yeast | hit rate 1.3% among 330,000 | inhibition, % at 20 µM | S. cerevisiae tim23-1 growth, BacTiter-Glo luminescence, 24 h;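 active means growth inhibition of the mutant yeast at or above 50%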;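 further: temperature-sensitive mutant grown at 25 °C; plate controls were DMSO-treated mutant yeast for no effect and medium wells lacking yeast for full effect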
TIM10 inh – growth inhibitors of TIM10 yeast strain; S. cerevisiae TIM10 strain growth, BacTiter-Glo luminescence, 24 h; inhibition, % at 10 µM; hit rate 1.4% among 330,000;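 active means inhibition of 40% or more at the single tested concentration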;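 further: wild-type TIM10 isogenic control strain grown at permissive 25 °C; 0% = DMSO yeast wells and 100% = minimal medium wells without yeast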
tim10-1 inh – inhibits growth of tim10-1 mutant yeast | S. cerevisiae tim10-1 ts strain growth, BacTiter-Glo, 24 h | inhibition, % at 20 µM | hit rate 2.2% among 330,000 | AID 463190;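 active means inhibition of at least 40%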;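 further: mutant grown at 25 °C; 0% = DMSO wells with yeast and 100% = wells holding no yeast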
UPR CHOP act – activators of apoptotic arm of unfolded protein response (CHOP). CHO-CHOP luciferase reporter, UPR activation, luminescence; percent of tunicamycin response over DMSO baseline. activation, % at 10 µM. hit rate 0.34% among 330,000;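 active means at 10 µM dose, activation of 40% or more, normalized to positive control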;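 further: 100% = tunicamycin at 10 µg/mL and 0% = DMSO alone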
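Assay system: CHO cells with stable CHOP pathway luciferase reporter; Buffer or medium: F12 plus 10% serum; Times: 16-18 h cell attachment, then 6 h compound exposure, 37 °C; Signal: luciferase luminescence; Read-out basis: percent activation relative to tunicamycin control; Control set: tunicamycin high control, DMSO low control.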
Jurkat NFkB inh – lowers PMA/ionomycin-induced NF-kB signal in Jurkat cells. inhibition, % at 4 µM. AID 435003. PMA/ionomycin-induced NF-kB luciferase reporter, luminescence. hit rate 0.53% among 330,000; in the data active means inhibition above about 50%
Mdm2 MdmX PPI – inhibitors of human Mdm2/MdmX interaction; hit rate 3% among 330,000; O15151+Q00987; inhibition, % at 8 µM; SaOS-2 split-luciferase Mdm2/MdmX complementation, luminescence;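 active means inhibition of at least 50% at 8 µM in the primary screen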
Target sequence (O15151 whole entry, looked up): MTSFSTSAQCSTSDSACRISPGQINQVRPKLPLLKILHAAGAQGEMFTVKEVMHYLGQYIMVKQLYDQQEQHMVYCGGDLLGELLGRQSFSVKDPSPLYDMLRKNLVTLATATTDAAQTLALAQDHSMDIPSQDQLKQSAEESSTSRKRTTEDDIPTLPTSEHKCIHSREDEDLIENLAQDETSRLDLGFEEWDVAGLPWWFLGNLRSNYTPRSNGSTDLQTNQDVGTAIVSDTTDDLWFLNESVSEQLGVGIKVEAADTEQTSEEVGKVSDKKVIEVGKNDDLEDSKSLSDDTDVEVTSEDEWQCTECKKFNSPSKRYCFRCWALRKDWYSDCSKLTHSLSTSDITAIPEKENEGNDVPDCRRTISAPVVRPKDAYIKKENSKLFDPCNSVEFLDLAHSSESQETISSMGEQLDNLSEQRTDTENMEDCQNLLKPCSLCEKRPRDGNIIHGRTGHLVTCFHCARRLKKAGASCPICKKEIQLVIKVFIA
Target sequence (Q00987 whole entry, looked up): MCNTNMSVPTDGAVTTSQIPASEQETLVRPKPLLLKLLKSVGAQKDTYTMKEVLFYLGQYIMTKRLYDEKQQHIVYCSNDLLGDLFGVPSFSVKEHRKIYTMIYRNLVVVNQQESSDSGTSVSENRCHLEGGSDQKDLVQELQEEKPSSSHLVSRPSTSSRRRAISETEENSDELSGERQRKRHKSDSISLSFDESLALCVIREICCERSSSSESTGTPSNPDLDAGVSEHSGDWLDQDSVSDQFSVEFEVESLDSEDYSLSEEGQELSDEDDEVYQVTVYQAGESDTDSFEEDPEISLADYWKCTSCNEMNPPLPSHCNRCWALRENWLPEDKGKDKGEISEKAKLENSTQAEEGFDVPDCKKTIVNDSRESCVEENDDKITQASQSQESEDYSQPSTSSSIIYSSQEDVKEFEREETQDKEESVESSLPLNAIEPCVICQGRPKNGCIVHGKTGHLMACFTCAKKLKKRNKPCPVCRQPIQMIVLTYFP
* marks the source's active call; other numbers are inactive results; . = no result given.

SMILES	697 NFkB inh	XBP1 UPR activ	tim23-1 inh	TIM10 inh	tim10-1 inh	UPR CHOP act	Jurkat NFkB inh	Mdm2 MdmX PPI
COc1cccc2c(=O)c(C/C=C(/C)Cl)c(C)[nH]c12	16	2	21	12	19	1.2	-14	-1
c1coc(CNCCCN2CCOCC2)c1	19	1	-2	-5	9	-0.8	-11	8
CC(C)=CCC/C(C)=C/C=N/NC(=O)c1ccccc1[N+](=O)[O-]	13	-1	2	4	1	0.4	9	-17
C=CCc1cccc(CNn2cnnc2)c1O	-6	-1	-7	-8	-6	0.5	-3	-1
C=CCN1CCN(C(=O)c2c(-c3ccccc3)noc2C)CC1	1	1	8	5	13	1.3	10	12
Cc1ccc(C(=O)N2CCN(c3ncnc4c(-c5ccccc5)nsc34)CC2)cc1	5	-2	10	9	11	-0.4	6	-3
COc1ccc(S(=O)(=O)N2CCCCCC2)cc1C(=O)N1CCCCC1	-1	-2	21	9	20	-0.6	-1	-3
Cc1occc1C(=O)Nc1sccc1C(N)=O	-7	1	37	17	-3	1.9	-7	16
O=S(=O)(CCc1nnc(-c2ccccc2)o1)c1ccc2ccccc2c1	-8	-3	25	13	1	-1.0	-2	12
CC(C)NS(=O)(=O)c1ccc(CCC(=O)NCc2ccccn2)cc1	4	-3	-12	-7	-37	2.2	6	-5
COC(=O)c1ccc(-n2cncn2)c([N+](=O)[O-])c1	8	0	0	0	-9	-0.3	8	19
O=C(Nc1c2c(nn1-c1cccc(Cl)c1)CS(=O)(=O)C2)c1ccc2c(c1)OCO2	1	-6	6	-1	-7	0.7	-6	11
O=C(C1=C(O)C(=O)N(CCN2CCOCC2)C1c1ccccc1)c1cccs1 (centres undefined)	2	2	1	-13	12	-1.0	-15	3
CCOc1cc2c(cc1OCC)C(c1ccccc1)N(c1ccccc1)C(=O)C2 (centres undefined)	-1	-3	28	7	20	-2.6	3	31
CC1(C)CC(n2c(NCCO)nc3c(c2=O)C2(CCCC2)Cc2ccccc2-3)CCO1 (centres undefined)	1	2	52*	36	21	-2.0	-13	21
Cc1ccc2cc3cc(C(=O)N4CCCCC4C)oc3nc2c1 (centres undefined)	-329	-1	40	50*	32	2.5	-210	-201
Cc1cc(C)c2oc(C(=O)NCCc3ccc(S(N)(=O)=O)cc3)cc(=O)c2c1	-3	1	2	-32	-11	-0.2	-12	-5
Cc1noc(C)c1CSc1nnc2sc3ccccc3n12	14	3	7	1	0	-1.3	18	24
CCOc1cc(NC(=S)Nc2ccccc2)c(OCC)cc1NC(=O)c1ccc(OC)cc1	17	-1	15	4	19	2.0	-4	18
CC1/C(=N/O)CC(c2ccccc2)N(C)C1c1ccccc1 (centres undefined)	1	1	20	52*	27	1.9	20	0
COc1ccc(NC(=O)CCC(=O)N2CCOCC2)c([N+](=O)[O-])c1	-18	0	-7	9	-14	-0.3	6	-6
O=C(Nc1ccc(F)cc1)c1ccccc1Oc1ccc(C(F)(F)F)cc1[N+](=O)[O-]	16	-3	43	36	28	-0.1	-7	-7
COc1ccc(-c2csc(NC(=O)CCCc3nc4ccccc4c(=O)[nH]3)n2)cc1OC	7	-1	-17	0	-11	-1.4	-2	26
COc1cc(/C=N/NC(=O)c2cc(-c3ccc4c(c3)OCO4)n[nH]2)ccc1O	9	10	-1	5	10	2.0	21	-4
COc1nc(-c2ccccc2)ccc1-c1noc(COc2ccccc2)n1	-10	0	12	11	12	-1.0	-19	8
CCn1c(=O)n(CC)c2cc(N3CCCC3)c(NC(=O)c3cc(Br)ccc3OC)cc21	-9	9	40	4	44*	-0.9	-1	75*
CCC(C(=O)O/N=C(\N)c1ccc(Cl)cc1)c1ccccc1 (centres undefined)	16	-1	11	63*	75*	0.2	1	64*
CC(NC(=O)COC(=O)CCc1nc(=O)c2ccccc2n1C)c1ccccc1 (centres undefined)	13	1	18	-1	11	0.1	-19	15
O=C(CC12CC3CC(CC(C3)C1)C2)N/N=C/c1ccncc1	-2	-1	29	19	31	0.0	-4	19
CCOc1ccc2cc(C#N)c(SCC(=O)OC)nc2c1	-67	5	14	-2	19	2.9	-143	-118
Cc1csc2c(=O)[nH]cnc12	-5	0	-2	-6	1	-1.7	-2	22
O=C(N[C@@H]1C/C=C\C[C@@H](CC(=O)N(CCO)Cc2ccccc2)C(=O)N[C@@H](c2ccccc2)COC1=O)OCC1c2ccccc2-c2ccccc21	6	-1	18	-7	10	2.2	-3	-19
COc1cc(C2Nc3cccc4cccc(c34)N2)ccc1O	-27	4	41	18	31	-1.9	8	27
COc1ccc(-c2noc3c2-c2nc(C4CCCCC4)sc2CC3)cc1	25	-1	21	8	23	3.3	-8	-30
CC(C)=CCN1CCN(Cc2ccc(C#CC(C)(C)O)s2)CC1CCO (centres undefined)	13	-4	5	9	13	-2.0	10	-19
c1ccc(-c2cc(-c3nnc4n3N=C(c3ccc5ccccc5c3)CS4)[nH]n2)cc1	-20	32*	26	10	48*	31	-5	57*
O=C(N/N=C/c1ccc(-c2ccc(Cl)c(C(=O)O)c2)o1)c1cc2c(ccc3ccccc32)o1	16	-2	-14	3	-2	1.6	3	13
Cc1ccc2c(c1)[C@H]1[C@H](CO2)[C@H](c2ccccc2)[C@]2(C)C(=O)N(Cc3ccc(Cl)cc3)CC(=O)N12	9	3	26	8	22	-0.3	-5	44
CN(CC(=O)Nc1ccc(F)cc1)CC(=O)Nc1ccc(F)c(F)c1F	10	-2	14	13	17	1.1	-5	1
CCCCn1c(N)c(N(CC(C)C)C(=O)c2ccc(-c3ccc(Cl)cc3)o2)c(=O)[nH]c1=O	-8	1	29	18	22	-1.0	2	-21
O=C(c1cccs1)N1CCCC(N2CCN(c3ccc(F)cc3)CC2)C1 (centres undefined)	-17	-5	17	10	8	-1.8	1	18
CCOCCc1c(O)nc(SCC(=O)NCc2ccco2)[nH]c1=O	2	-1	-8	-1	3	1.6	-10	15
Clc1ccccc1CSc1snnc1-c1ccccc1	-40	3	12	0	18	4.8	-19	-16
Cc1ccccc1NC(=O)CN(C)S(=O)(=O)c1ccc2c(c1)n(C)c(=O)c(=O)n2C	-7	-3	1	-2	-11	-0.6	-18	17
CC(=O)Nc1ccc(Nc2nc(C)nc3c2oc2ccccc23)cc1	-11	2	-2	-1	8	0.7	-18	25
Cc1ccsc1C(=O)Nc1nc2ccccc2[nH]1	-198	-2	30	0	-10	0.1	-157	-137
COc1ccc(N2CC(C(=O)Nc3cc(C(F)(F)F)ccc3N3CCCC3)CC2=O)c(OC)c1 (centres undefined)	2	1	13	10	7	0.2	39	36
C=CCn1cc(C(=O)N2CCN(CC)CC2)c(=O)c2cc(S(=O)(=O)N(CC)CC)ccc21	-5	-4	14	5	-15	0.7	8	-12
CC[C@]1(C(=O)OC)[C@H]2C(=O)N(Cc3ccccc3)C(=O)[C@H]2[C@H]2CN=C(SCc3ccc(Cl)cc3)N21	-4	1	54*	22	28	1.8	.	100*
CCOP(=O)(OCC)C(Nc1ccc(C(=O)O)cc1)c1ccccc1 (centres undefined)	8	5	-5	-4	-5	0.3	10	24
COC(=O)C1CCN(C(=O)COC(=O)c2cc(S(=O)(=O)N3CCOCC3)ccc2C)CC1	-3	1	15	6	3	0.0	10	1
O=C(N/N=C/C=C\c1ccccc1[N+](=O)[O-])c1cc(-c2ccccc2)nc2ccccc12	13	-2	44	28	34	1.3	-2	17
Fc1ccccc1/C=N/Nc1ccc(Cl)nn1	-30	10	-5	-1	-13	3.3	-13	15
C=C(C)CSc1nnc(-c2ccc(OC)c(OC)c2)n1N	13	-3	8	8	9	-2.7	2	-11
Brc1cccc(OCCN2CCc3ccccc3C2)c1	-11	-6	14	9	7	1.0	5	7
Nc1ccc2nc[nH]c2c1	6	5	-2	-11	-8	-1.8	16	13
CCOC(=O)C1(C)/C(=N/Nc2ccccc2Cl)C(=O)C(=O)N1c1ccccc1 (centres undefined)	-7	-2	37	32	34	-0.3	-2	20
CC(C)(C)OC(=O)C[C@H]1C/C=C\C[C@@H](CC(=O)N(CCO)Cc2ccccc2)C(=O)N[C@H](Cc2ccccc2)COC1=O	17	-1	2	-1	-1	-3.2	12	7
CCOC(=O)N1CCN(C(=O)c2ccc(N(C)S(=O)(=O)c3ccc(C)cc3)cc2)CC1	-38	-7	13	8	10	-0.4	-21	25
Cc1cc(C)cc(N(C)S(=O)(=O)c2nnc(NC(=O)C(C)C)s2)c1	15	-5	-4	2	3	-1.6	-5	3

Next section; the last 6 above are carried over.
SMILES	697 NFkB inh	XBP1 UPR activ	tim23-1 inh	TIM10 inh	tim10-1 inh	UPR CHOP act	Jurkat NFkB inh	Mdm2 MdmX PPI
Brc1cccc(OCCN2CCc3ccccc3C2)c1	-11	-6	14	9	7	1.0	5	7
Nc1ccc2nc[nH]c2c1	6	5	-2	-11	-8	-1.8	16	13
CCOC(=O)C1(C)/C(=N/Nc2ccccc2Cl)C(=O)C(=O)N1c1ccccc1 (centres undefined)	-7	-2	37	32	34	-0.3	-2	20
CC(C)(C)OC(=O)C[C@H]1C/C=C\C[C@@H](CC(=O)N(CCO)Cc2ccccc2)C(=O)N[C@H](Cc2ccccc2)COC1=O	17	-1	2	-1	-1	-3.2	12	7
CCOC(=O)N1CCN(C(=O)c2ccc(N(C)S(=O)(=O)c3ccc(C)cc3)cc2)CC1	-38	-7	13	8	10	-0.4	-21	25
Cc1cc(C)cc(N(C)S(=O)(=O)c2nnc(NC(=O)C(C)C)s2)c1	15	-5	-4	2	3	-1.6	-5	3
Cc1cccc(C)c1NC(=O)CNC(=O)c1c(C)nn(-c2ccccc2)c1Cl	14	-2	13	0	5	0.1	-4	28
C=CCn1c(SCC(=O)Nc2nnc(CC)s2)nnc1-c1cccnc1	14	0	0	2	-11	-0.5	15	10
Cc1nnc(NC(=O)C2CCCC2)s1	-11	0	17	7	9	-1.2	7	21
COC(=O)Nc1ccc(S(=O)(=O)N2CCN(CCN3C(=O)C4C5C=CC(C5)C4C3=O)CC2)cc1 (centres undefined)	0	0	8	-11	10	0.4	4	-24
Oc1ccccc1C(=S)N1CCCC1	7	-4	7	-11	4	1.2	-1	-10
COc1ccc(CCC(=O)N2CCCSC2=Nc2ccc(C(C)=O)cc2)cc1	-3	1	21	26	29	3.1	-3	-17
CC1C/C(=N\NC(=O)c2cccnc2)CC(C)(C)C1 (centres undefined)	19	0	12	-11	-3	-2.2	-5	1
COc1ccc(C)c2sc(N(CCCN(C)C)C(=O)CS(=O)(=O)c3ccc(F)cc3)nc12	17	1	6	6	10	-0.6	-2	-22
Cc1ccc(-c2nc3ccc(NS(=O)(=O)c4ccccc4)cc3[nH]2)o1	-55	0	18	4	11	7.2	-36	-7
CC(Sc1nc(-c2ccccc2)nc2c1COC(C)(C)C2)C(=O)N1CCOCC1 (centres undefined)	13	-2	1	4	7	1.0	-4	25
COc1ccc(C(=S)N2CCOCC2)cc1OS(=O)(=O)c1ccccc1[N+](=O)[O-]	7	0	7	25	21	-0.9	17	-25
Cn1c(=O)c(=O)n(C)c2cc(S(=O)(=O)NCCN3CCN(c4ccccc4F)CC3)ccc21	21	-2	11	-5	-16	-1.3	-4	-16
O=C(NCc1ccccc1Cl)c1ccccc1Oc1ccccc1	-30	-1	13	-4	23	-0.4	-16	-7
COc1ccc(NC(=O)c2ccccc2C(=O)N2CCCCC2)cc1	3	-1	8	5	16	0.2	0	0
CN=C(Nc1cccc(OC)c1)SC1CC(=O)N(c2ccc(C(=O)O)cc2)C1=O (centres undefined)	16	-2	-6	0	10	1.5	6	7
Cc1cc2ccccc2n1CCNC(=O)c1ccc(Br)o1	4	0	8	15	12	0.8	-12	15
